# Myeloid diff 2: induction of myeloid progenitor differentiation, primary screen, cell-based, flow cytometry, MLPCN library; ER-HoxA9 myeloid progenitors, lysozyme-GFP differentiation; AID 624256, 2012; calls only at 10 µM; hit rate 1% among 360,000;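 active = normalized GFP-positive differentiation at or above the plate's own cutoff, the solvent-only control mean plus 3 SD; inconclusive = no clear call, values can overlap the other calls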;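 also: cells exposed to compound for four days before flow analysis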
# WT yeast gro inh: growth inhibition of WT strain, primary screen, mitochondrial fusion inhibitor project, WT and mutant strains, chemical genetic | AID 1362, 2008 | inhibition, % at 10 µM | hit rate 2.1% among 190,000 | mitochondrial fusion phenotypic screen; in the data active = inhibition above about 58%; tested in S. cerevisiae
# RSV CPE inhibition: RSV antiviral activity via CPE protection, HEp-2 cells, primary 10 µM value included (AID 2391). HEp-2 cells, RSV-induced CPE inhibition; higher % means a stronger effect. one-dose CPE inhibition, % at 10 µM; IC50 in µM for titrated hits. hit rate 0.13% among 310,000; in the data active = a potency from the dose series; inconclusive = CPE inhibition mostly from about 23% at the one dose, without a potency; inactive = the rest, 99 in 100 with CPE inhibition below about 21%; also: strong numbers were not always called active
# TNAP activation fold: human TNAP enzyme activators, primary screen, biochemical, luminescent, no phosphate acceptor, uHTS (AID 1001); one-dose activation fold at 20 µM; EC50 in µM for titrated hits; hit rate 0.03% among 200,000; Alkaline phosphatase, tissue-nonspecific isozyme (Homo sapiens); purified TNAP, luminescent activation assay, no phosphate acceptor; higher activation fold means a stronger effect; in the data active = activation fold from about 3, or a potency from the dose series; inactive = the rest, 99 in 100 with activation fold below about 1.6; also: many of its hits are not listed in these tables
# XIAP antagonists: XIAP antagonists, biochemical, IAP family, fluorescence polarization (AID 1018); displacement, % at 20 µM, or IC50 in µM where a hit was titrated; hit rate 0.007% among 200,000; E3 ubiquitin-protein ligase XIAP (Homo sapiens); XIAP BIR domain, fluorescence polarization peptide displacement; higher % means a stronger effect; in the data active = displacement above about 50%; also: a part of the inactive calls stands beside numbers as strong as those of hits
# PMI inhibition: human PMI inhibitors, high substrate, primary screen, biochemical, fluorescence intensity, high mannose 6-phosphate (AID 1220); recombinant PMI enzyme, coupled fluorescence intensity; higher % means a stronger effect; inhibition, % at 20 µM; hits with a dose series show IC50 in µM; hit rate 0.66% among 190,000
# SIAH1 antagonists: Siah-1 peptide-binding antagonists, primary screen, biochemical, fluorescence polarization, rhodamine-plectin, uHTS (AID 1817); E3 ubiquitin-protein ligase SIAH1 (Homo sapiens); Siah-1 / rhodamine-plectin peptide fluorescence polarization; higher % means a stronger effect; displacement, % at 20 µM, or IC50 in µM where a hit was titrated; hit rate 0.02% among 290,000;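 active = displacement of at least 50% at 20 µM, with a fluorescence ratio check between 0.3 and a set limit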;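 also: plate controls were Siah plus tracer with DMSO for no effect and tracer alone without Siah for full effect; strong numbers were not always called active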
# PhoP inhibition: inhibitors of PhoP regulon expression, primary screen, Salmonella Typhimurium, GFP reporter (AID 1863); inhibition, % at 50 µM; hits with a dose series show IC50 in µM; hit rate 0.16% among 300,000; S. Typhimurium PhoP-regulated promoter GFP reporter, 4 h; higher % means a stronger effect;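 active = inhibition over 29.93%, a cutoff 3 SD above the screen mean, later confirmed by dose response; inconclusive = inhibition over 29.93% but no dose response follow-up; inactive = inhibition at most 29.93% or unconfirmed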;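 also: 0% = low Mg2+ inducing control and 100% = high Mg2+ repressing control; strong numbers were not always called active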
# human PMI inhibition: inhibitors of human PMI, primary screen, biochemical, fluorescence intensity, coupled assay (AID 1209). purified PMI enzyme, coupled fluorescence intensity; higher % means a stronger effect. one-dose inhibition, % at 20 µM; IC50 in µM for titrated hits. hit rate 0.42% among 190,000;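 also: plate controls were DMSO vehicle for no effect and wells lacking substrate for full effect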
# WT yeast gro inh mutant strain: further read-out of WT yeast gro inh, marked with its call; inhibition, %; mitochondrial fusion phenotypic screen, mutant strain inhibition
# Myeloid diff 2 GFP+ MAC1+ %: also measured in Myeloid diff 2; calls as there; GFP+ MAC1+ double positive, %; measured here: differentiation confirmed by MAC1 staining
# Numbers without * were called inactive; i = inactive; ? = inconclusive; . = no result given; + = active, no number. Rule as the data show it, unless noted: active = inhibition above about 50%; inactive = the rest.
No.	smiles	Myeloid diff 2	Myeloid diff 2 GFP+ MAC1+ %	WT yeast gro inh	WT yeast gro inh mutant strain	RSV CPE inhibition	TNAP activation fold	XIAP antagonists	PMI inhibition	SIAH1 antagonists	PhoP inhibition	human PMI inhibition
1	CC(C)NC(=O)CC(c1ccccc1)c1cc(Br)ccc1O (stereo unspecified)	i	6.6	-6	5	-0.2%	1.1	-5.2%	-8%	0%	-6%	-6%
2	CCOc1ccccc1C(=O)N1CCC(n2nnc3cc(C(F)(F)F)ccc32)CC1	i	0.7	-5	10	12%	1	-11%	15%	-3%	5%	17%
3	COc1ccc(C(=O)NC2CC2)cc1OC1CCN(Cc2cnn(C)c2)CC1	i	0.4	.	.	1.8%	.	.	.	2%	-9%	.
4	CCOC(=O)c1[nH]c2ccccc2c1NC(=O)c1ccc(S(=O)(=O)N(C)C)cc1	i	3.0	8	-16	5.1%	1.1	-4.3%	2%	9%	12%	3%
5	COc1ccc(CNC(=O)c2c(N)n(CCCN3CCOCC3)c3nc4ccccc4nc23)cc1	i	1.2	-6	7	-2.8%	1.1	-2.4%	20%	0%	10%	23%
6	Cc1ccc(N(C(=O)CCCC(=O)Nc2ccccn2)C(C(=O)NC2CCCC2)c2ccc(O)cc2)cc1C (stereo unspecified)	i	8.4	.	.	6.3%	.	.	.	10%	9%	.
7	Cc1cccc(N(Cc2cc3cc(C)ccc3[nH]c2=O)C(=O)c2cccs2)c1	i	1.1	.	.	0.0%	.	.	.	14%	-8%	.
8	O=C(NCCNc1ccccc1[N+](=O)[O-])c1ccccc1F	i	0.6	.	.	0.4%	.	.	.	-8%	6%	.
9	CCOC(=O)c1c(COc2ccccc2)oc2ccc(O)cc12	.	.	-26	-3	?	1.1	-0.4%	6%	-3%	-7%	11%
10	Nc1nc(-c2ccccc2)nc2sc3c(c12)CCCC3	i	0.9	5	14	7.9%	1	-0.2%	8%	-2%	-6%	9%
11	CCCCn1c(CNC(=O)C23CC4CC(CC(C4)C2)C3)nnc1SCC(=O)Nc1nnc(C)s1	i	1.8	-5	0	0.6%	1	-5.0%	6%	14%	3%	12%
12	Cc1ccc2cc3cc(C(=O)NC4CCCCC4)oc3nc2c1	i	7.4	.	.	4.3%	.	.	.	-3%	-4%	.
13	O=C(Nc1ccc2c(c1)OCCO2)c1ccc(Cl)c(S(=O)(=O)N2CCCCC2)c1	i	0.5	.	.	5.6%	1	-3.1%	19%	-4%	3%	20%
14	C=CCNC(=O)c1cnc2n(c1=O)CCS2	i	1.6	2	5	0.8%	1.1	-1.1%	-5%	-3%	-1%	-10%
15	O=c1c2ccccc2oc2ccc(NCCCN3CCOCC3)cc12	i	1.9	.	.	-2.6%	.	.	.	-4%	-12%	.
16	COc1ccc(C(c2nnnn2Cc2ccccc2)N2CCN(c3nc4ccccc4s3)CC2)cc1 (stereo unspecified)	i	2.2	8	-4	7.2%	1	-1.7%	4%	10%	-9%	-1%
17	COc1cc(NC(C)CCc2ccccc2)cc(OC)c1OC (stereo unspecified)	i	1.1	.	.	16%	.	.	.	11%	-7%	.
18	CS(=O)(=O)c1ccc(Cl)c(NC(=O)CSc2nc3ccccc3c(=O)n2CCCN2CCOCC2)c1	i	0.4	-6	4	1.6%	1	-1.8%	-4%	2%	8%	-4%
19	COc1ccc(CNC(=O)CSc2nnc3c(Cl)cc(C(F)(F)F)cn23)cc1OC	i	0.4	-17	-5	2.2%	1.1	-5.7%	13%	-6%	-3%	22%
20	Cc1cc(N2CCN(C)CC2)nc2ccc(NC(=O)CCC(=O)NCCCOC(C)C)cc12	i	0.5	.	.	0.2%	.	.	.	1%	5%	.
21	CCOC(=O)C1(C(F)(F)F)N=C(c2cccnc2)OC(N2CCCCC2)=N1 (stereo unspecified)	i	0.3	-14	-17	0.5%	1.1	-8.2%	-10%	9%	8%	-9%
22	COc1ccc(CCSc2nnc(C3CCCCC3)n2N)cc1	i	0.7	-7	3	5.3%	1	-5.6%	-1%	0%	-3%	5%
23	Cc1cc(N/N=C/c2cccc([N+](=O)[O-])c2)nc(-n2nc(C)cc2C)n1	i	0.2	.	.	-1.4%	.	.	.	9%	-4%	.
24	O=C(CN(CCc1ccccc1)S(=O)(=O)c1ccc(Br)cc1)N/N=C/c1ccc2c(c1)OCO2	i	0.5	2	11	6.8%	1.1	-1.8%	8%	1%	-13%	2%
25	Cc1ccc(NC(=O)CSc2nc3ccccc3c(=O)n2CC2CCCO2)cc1 (stereo unspecified)	i	1.2	.	.	1.2%	.	.	.	2%	-2%	.
26	COc1cc(/C=N/N=C(\N)c2nonc2N)cc(OC)c1OC	i	0.3	-17	31	47%	1.1	2.0%	0%	-12%	-3%	1%
27	O=C(Nc1cc(S(=O)(=O)N2CCOCC2)ccc1N1CCCC1)c1cc(=O)[nH]c2ccccc12	i	0.3	.	.	5.5%	.	.	.	-6%	-3%	.
28	CCCc1c(C(=O)N/N=C(\C)CCc2ccc(OC)cc2)nnn1-c1nonc1N	i	0.2	.	.	0.2%	.	.	.	3%	-11%	.
29	CSc1ccc(/C=C/c2cc(=O)c3ccccc3[nH]2)cc1	i	0.1	5	3	4.7%	1.1	-11%	26%	-1%	-12%	10%
30	Cc1cc2c(NC(=O)Nc3ccc(C(C)(C)C)cc3)cccc2nn1	i	0.1	.	.	6.0%	.	.	.	1%	-5%	.
31	O=C(c1cccs1)N1CCN(c2ncccn2)CC1	i	0.5	-29	-22	1.1%	1.2	-1.1%	3%	4%	22%	-2%
32	Nc1ccc(S(=O)(=O)NCc2ccccn2)cc1	i	0.4	.	.	1.2%	.	.	.	10%	6%	.
33	Fc1ccc(-c2cnc3n2CCCCC3)cc1	i	0.4	7	10	13%	1.1	-4.9%	-2%	5%	1%	2%
34	O=C(O)CNS(=O)(=O)c1c(Cl)cccc1Cl	i	0.2	.	.	6.5%	.	.	.	3%	-7%	.
35	COc1cccc2c1cc1c(=O)n(CC(=O)N3CCCCCC3)nc(C)n12	i	5.5	.	.	1.4%	.	.	.	0%	3%	.
36	O=C1OCC/C1=C\c1ccc2c(c1)OCO2	i	0.5	.	.	1.6%	.	.	.	1%	8%	.
37	Cc1ccc(S(=O)(=O)c2cc3ccccc3oc2=O)cc1	i	0.0	6	-6	1.0%	1	-9.8%	-20%	-2%	-2%	-36%
38	CN(C)CCOC(=O)/C(=C/c1cn(C)c2ccccc12)NC(=O)c1ccccc1	i	0.6	.	.	0.2%	.	.	.	0%	-7%	.
39	COc1ccc(S(=O)(=O)N2CCOCC2)cc1NC(=O)CN1CCC(Cc2ccccc2)CC1	i	0.3	42	17	6.3%	1.3	2.2%	-3%	1%	11%	15%
40	Cc1cccc(N2CCN(C(=O)c3cc4ccccc4oc3=O)CC2)c1C	i	2.9	6	1	7.2%	1.1	-3.6%	14%	4%	0%	16%
41	O=[N+]([O-])c1cccc(CSc2nc3ccccc3[nH]2)c1	i	0.4	20	-1	13%	1.5	-6.3%	1%	6%	18%	7%
42	O=C(c1ccc(C(F)(F)F)cc1)C1CCCN(C(=O)CCn2cncn2)C1 (stereo unspecified)	i	1.7	.	.	2.0%	.	.	.	-1%	-9%	.
43	COC(=O)c1ccc(COn2nnc3ccccc32)cc1	i	0.1	-1	-5	-0.1%	1	-8.8%	-14%	-6%	-2%	-17%
44	COc1ccc(OC)c(NC(=O)COC(=O)c2nc(Cl)ccc2Cl)c1	i	0.8	3	-1	1.0%	1.2	-5.2%	3%	3%	-4%	-4%
45	CC(=O)NCCC(=O)Nc1cc(F)ccc1C	i	0.5	-1	8	0.2%	1.2	-1.4%	2%	-3%	-8%	-8%
46	CSCc1ccc(C(=O)NCc2ccc(F)cc2)cc1	i	0.9	0	-11	0.6%	1	-10%	-2%	-4%	-4%	2%
47	COc1cc(N=Cc2c(O)[nH]c3ccccc23)cc(OC)c1OC	+	17*	-5	4	-0.7%	1	-1.0%	10%	-3%	-7%	6%
48	Cc1ccccc1CNC(=O)C1CCCN(c2cnccn2)C1 (stereo unspecified)	i	1.3	.	.	1.8%	.	.	.	-1%	-2%	.
49	COc1cc2cc(C(c3nnnn3Cc3ccc(F)cc3)N3CCCCCC3)c(=O)[nH]c2cc1OC (stereo unspecified)	i	1.1	-5	-8	3.5%	1	-1.6%	-50%	-2%	26%	-17%
50	Cc1[nH][nH]c(=O)c1C(c1ccc(-c2cccc(C(=O)O)c2)o1)c1c(C)[nH][nH]c1=O	i	0.1	-3	0	-0.6%	0.6	-2.9%	38%	4%	.	-4%
51	Cn1c(=O)c2[nH]c(-c3ccccc3)c(O)c2n(C)c1=O	i	0.3	-5	0	1.6%	1	-11%	39%	-4%	-27%	49%
52	Cc1cccc(-c2n[nH]c(=S)n2/N=C/C=C/c2ccco2)c1	i	0.4	.	.	1.8%	.	.	.	12%	0%	.
53	COc1ccccc1N=Cc1c(C)[nH]n(-c2ccc(C)cc2C)c1=O	i	0.3	-15	3	-0.1%	1	-4.0%	11%	11%	-5%	-4%
54	Cc1ccnc(NS(=O)(=O)c2ccc(C(C)(C)C)cc2)c1	.	.	-12	1	0.2%	1.1	-5.8%	4%	4%	-1%	9%
55	CC1CN(Cc2nc3c(c(=O)n(C)c(=O)n3C)n2CCCO)CC(C)O1 (stereo unspecified)	i	1.7	5	-2	0.8%	1	0.5%	2%	-2%	3%	-7%
56	O=C(NCc1ccccc1Cl)C1CCCN(c2ncnc3c2nc2n3CCCCC2)C1 (stereo unspecified)	+	12*	.	.	0.7%	.	.	.	-2%	4%	.
57	COc1ccc(N2CCN(S(=O)(=O)c3ccc(OC)c(C(=O)N4CCOCC4)c3)CC2)cc1	i	0.4	.	.	0.2%	.	.	.	-1%	9%	.
58	CC1=NCCN1S(=O)(=O)c1ccc(Br)c(C)c1	i	1.6	7	-1	0.8%	1	-4.7%	-12%	-7%	2%	-13%
59	CC(=O)c1cc(CC=C(C)C)c(O)cc1O	i	0.8	-16	0	-0.9%	0.9	0.1%	3%	2%	7%	4%
60	COc1cc(/C=C(\C#N)c2nc3ccccc3[nH]2)ccc1O	i	3.8	.	.	2.0%	.	.	.	-6%	1%	.
61	Cc1ccc(F)cc1NC(=O)Cc1ncc(C(F)(F)F)cc1Cl	i	0.5	5	11	0.8%	1.1	-1.2%	13%	3%	-4%	2%
62	Cc1ccc(S(=O)(=O)N/N=C/c2ccc(C#N)cc2)cc1	i	0.1	.	.	0.6%	.	.	.	-2%	5%	.
63	CCc1ccc(S(=O)(=O)N2CCN(C(=O)C3CCN(C(C)=O)CC3)CC2)cc1	i	1.3	.	.	0.8%	.	.	.	-4%	-8%	.

# No enrichment for hits; overall some 3.1% were active at least once.
